Giardia kill – Small Molecules that selectively kill Giardia lamblia: qHTS | activity change, % at 7.66 µM, hits read low | 0.15% of 340,000 active | Giardia lamblia trophozoite viability; in the data active = activity change below about -80%; inconclusive = between about -30% and that limit;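 also: parasites exposed to compound for two days anaerobically before the ATP read; % is scaled to controls: 0 for no effect and ±100 for the full control effect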
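Each well holds 100 Giardia trophozoites and compound. After two days (48 hrs) at 37 deg C in anaerobic conditions, ATP is quantified by luminescence.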
USP2a inh – qHTS Assay for Inhibitors of Ubiquitin-specific Protease USP2a Using CHOP2 as the Reporter. 0.01% of 330,000 active. Potency, µM (titrated, usually from 38.3 µM), without a hit: top-dose activity change, negative = inhibition, most hits filed as inhibitors. USP2 core, Ub-CHOP2 coupled fluorogenic reporter, 485/531;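 also: potency is read from the fitted curve at half-maximal effect; plate controls were DMSO wells for no effect and full inhibition by NEM control for full effect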
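USP2 core (10nM final) preincubated 30min RT with compound in 20mM Tris-HCl pH 8.0, 2mM CaCl2, 2mM beta-mercaptoethanol, 0.05% CHAPS; 25nM Ub-CHOP2 plus 25nM reporter substrate added, fluorescence (Ex485/Em531) read after 60min.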
KCNH2 WT inh – qHTS for Inhibitors of KCHN2 3.1: Wildtype qHTS. U2OS, BacMam KCNH2, thallium flux FluxOr; stronger effect = lower value. activity change, % at 1.84 µM. 0.37% of 340,000 active;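 active = maximum activity change below -70%; inconclusive = maximum activity change between -70% and -50%; inactive = maximum activity change above -50%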; also: % is scaled to controls: 0 for no effect and ±100 for the full control effect
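U2OS cells were transduced with wild-type KCNH2 virus (2.03 x 10^8 / mL) for 4 h at room temperature, then cultured overnight at 37 C. Thallium flux was read with FluxOr dye. Rate constants were normalized to DMSO controls.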
GALK inhibitor – qHTS Assay for Inhibitors of Human Galactokinase (GALK); AID 1868, 2009; Potency, µM (doses to about 57.5 µM), for inactives: at the top dose activity change, negative = inhibition, actives largely listed as inhibitors; 0.007% of 270,000 active; Purified GALK, Kinase-Glo residual ATP luminescence; also: potency is read from the fitted curve at half-maximal effect; % is scaled to controls: 0 for no effect and ±100 for the full control effect
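Galactose (100 uM) and ATP (35 uM) were turned over by 5 nM GALK for 1 h at RT. Kinase-Glo Plus then converted the remaining ATP into a luminescent signal.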
Coupling enz – qHTS Assay for Inhibitors of Fructose-1,6-bisphosphate Aldolase from Giardia Lamblia: Coupling assay counterscreen; AID 2472, 2010; 0.67% of 290,000 active; coupling enzyme system counterscreen, AmpLite Red fluorescence; activity change, negative = inhibition, % at 58.2 µM, hits read low; in the data active = activity change below about -30%; also: % is scaled to controls: 0 for no effect and ±100 for the full control effect
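Compounds tested against the coupling enzymes alone at 57.5 uM final; readout was AmpLite Red fluorescence (525/598 nm) after 20 min at RT.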
B2AR arrestin – qHTS assay of beta-arrestin-biased ligands of beta2-adrenergic receptor. Beta-2 adrenergic receptor (Homo sapiens), P07550. beta-arrestin recruitment to beta2AR, cell-based reporter. Potency, µM (series often up to 46.1 µM), for the others: at the top dose activation, actives largely listed as activators. 0.02% of 330,000 active. AID 492947, 2010;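 also: potency is read from the fitted curve at half-maximal effect; 0% = DMSO controls and full agonism = EC100 isoproterenol or metaproterenol; nearly all actives have a fitted effect of over 65% in size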
Menin-MLL TR inh – qHTS Assay for Inhibitors Targeting the Menin-MLL Interaction in MLL Related Leukemias: Competition With Texas Red Labeled MLL-derived Mutant Peptide | O00255 | Potency, µM (series often up to 61.6 µM), for inactives: top-dose FP activity change, negative = inhibition, hits mostly inhibitors | 0.23% of 270,000 active | Menin + Texas Red MLL mutant peptide, fluorescence polarization; active = well fitted inhibition curve with a large enough effect in the polarisation, with a control signal flat, not every such curve was filed as active; inconclusive = small, poorly fitted or top-dose-only effect, or effect the other way, or a change in a side signal; inactive = no such curve, though single readings can be large or run the other way; the % refers to the polarisation; also: potency is read from the fitted curve at half-maximal effect; % of control where 0% means no effect; many of its hits are not listed in these tables
TRPV1 ag – HTS Assay for Compounds that Act as Agonists of the Vanilloid Receptor 1; Transient receptor potential cation channel subfamily V member 1 (Homo sapiens), Q8NER1; TRPV1-expressing cells, Fluo-8 calcium influx, agonist mode; activation, % at 8.33 µM; 0.19% of 320,000 active; in the data active = activation above about 80%; inconclusive = between about 30% and that limit; also: 0% is about no effect
Target sequence (Q8NER1 whole entry, looked up): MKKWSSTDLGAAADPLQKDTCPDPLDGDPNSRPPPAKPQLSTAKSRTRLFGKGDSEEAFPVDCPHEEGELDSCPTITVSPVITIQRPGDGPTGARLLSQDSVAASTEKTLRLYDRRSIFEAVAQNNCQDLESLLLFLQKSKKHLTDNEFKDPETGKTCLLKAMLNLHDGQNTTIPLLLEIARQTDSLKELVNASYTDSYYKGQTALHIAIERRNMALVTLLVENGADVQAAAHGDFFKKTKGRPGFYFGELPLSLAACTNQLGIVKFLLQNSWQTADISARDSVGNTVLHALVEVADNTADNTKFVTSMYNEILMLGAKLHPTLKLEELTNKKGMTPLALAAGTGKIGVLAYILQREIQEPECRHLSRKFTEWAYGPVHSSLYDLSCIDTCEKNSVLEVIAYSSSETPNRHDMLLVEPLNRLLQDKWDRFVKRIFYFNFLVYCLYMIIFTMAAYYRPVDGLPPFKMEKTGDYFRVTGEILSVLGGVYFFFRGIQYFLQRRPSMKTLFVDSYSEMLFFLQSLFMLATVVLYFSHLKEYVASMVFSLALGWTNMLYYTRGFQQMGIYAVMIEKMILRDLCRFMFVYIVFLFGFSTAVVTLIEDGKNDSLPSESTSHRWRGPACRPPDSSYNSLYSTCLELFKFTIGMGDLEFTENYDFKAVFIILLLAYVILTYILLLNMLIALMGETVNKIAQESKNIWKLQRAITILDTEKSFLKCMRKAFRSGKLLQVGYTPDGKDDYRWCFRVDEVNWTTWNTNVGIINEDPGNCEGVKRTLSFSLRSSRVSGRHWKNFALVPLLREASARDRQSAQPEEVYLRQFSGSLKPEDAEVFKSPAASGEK
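TRPV1-expressing cells were cultured overnight at 35.5C and loaded with Fluo-8 calcium dye for 40 to 90 min at room temperature. After a 10 s baseline, compound was added and calcium influx was read kinetically for 3 min (ex 480/em 520 nm).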
PKM2 act – qHTS Assay for Activators of Human Muscle isoform 2 Pyruvate Kinase; Potency, µM (top dose mostly 57.5 µM), for the others: at the highest dose activation, actives largely listed as activators; 0.34% of 260,000 active; Pyruvate kinase PKM (Homo sapiens), P14618; purified PKM2, Kinase-Glo ATP luminescence, activation; response scale: 0% is enzyme alone, no compound; also: potency is read from the fitted curve at half-maximal effect; % is scaled to controls: 0 for no effect and ±100 for the full control effect; nearly all actives have a fitted effect of over 55% in size
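Kinase-Glo luminescence reports ATP generated from ADP (0.1 mM) and PEP (0.5 mM) by purified hPK-M2 after 1 h at room temperature, pH 7.2 imidazole buffer; intermediate enzyme activity allows detecting inhibitors and activators.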
MLL CXXC-DNA inh – qHTS Fluorescence Polarization Assay for Inhibitors of MLL CXXC domain - DNA interaction; Histone-lysine N-methyltransferase 2A (Homo sapiens), Q03164; MLL-CXXC / FITC-HOXA9 DNA fluorescence polarization; Potency, µM (top dose mostly 115 µM), inactives show top-dose activity change, negative = inhibition, hits mostly inhibitors; 0.037% of 290,000 active; AID 2662, 2010; active = well fitted inhibition curve with a large enough effect in the polarisation, with a control signal flat, not every such curve was filed as active; inconclusive = small, poorly fitted or top-dose-only effect, or effect the other way, or a change in a side signal; inactive = no such curve, though single readings can be large or run the other way; the % refers to the polarisation; also: potency is read from the fitted curve at half-maximal effect
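Purified MLL-CXXC (added from a 7 uM solution) was preincubated 5 min at ambient with pinned compounds in 50 mM Tris-HCl pH 7.5, 50 mM NaCl, 1 mM DTT, 0.05% BSA. Fluorescein-labeled HOX-A9 DNA (50 nM solution) followed, 30 min, then polarization read.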
KCNH2 3.1 inh – qHTS for Inhibitors of KCHN2 3.1: Mutant qHTS; Potassium voltage-gated channel subfamily H member 2, brain isoform KCNH2 3.1 (human); U2OS KCNH2 3.1, thallium flux FluxOr; stronger effect = lower value; activity change, % (tested at about 1.8 µM); 0.95% of 340,000 active; AID 720553, 2013;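 active = maximum activity change below -70%; inconclusive = maximum activity change from -70% to -50%; inactive = maximum activity change above -50%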;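 also: thallium influx rate constant from kinetic fluorescence after stimulation buffer; % is scaled to controls: 0 for no effect and ±100 for the full control effect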
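Steps: virus added to U2OS suspension (4 h, RT, dark); medium with 10% FBS added, cells plated, 37 C overnight; FluxOr/Red40 loading buffer 45 min RT; stimulation buffer, 2 min kinetic read; rate constant normalized.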
The depositor's hits bear a star; u = inconclusive; x = no result given; [ ] = dose if it differs, or a comment. Unless noted, calls follow the shape of the dose curve; as a rule, active = well fitted curve in the direction sought with a large enough effect; inconclusive = small, poorly fitted or top-dose-only effect, or another doubt; inactive = no such curve, though single readings can be large; an effect the other way counts as inactive or inconclusive.

Values run as follows: Giardia kill | USP2a inh | KCNH2 WT inh | GALK inhibitor | Coupling enz | B2AR arrestin | Menin-MLL TR inh | TRPV1 ag | PKM2 act | MLL CXXC-DNA inh | KCNH2 3.1 inh
COc1ccc(Cl)cc1-c1csc(N)n1
  1 | 0% | -7 | 2% | 0 | 0.5% | 3% | -2 | -9% | 9% | 7
O=C(O)c1cc(S(=O)(=O)N2CCCCC2)ccc1Cl
  7 | 2% | 5 | -6% | 5 | 0.1% | -3% | -6 | -1%[11.5 µM] | -1% | -9
CC(Sc1nc(N2CCOCC2)c2c(c1C#N)CC(C)(C)OC2)C(=O)Nc1ccccc1 (stereo not given)
  -11 | -5% | 8 | -3% | 1 | -0.4% | 18% | u | -7% | 0% | 3
C=CCN(C(=O)CNC(=O)c1ccco1)C(C(=O)NC1CCCCC1)c1cccnc1 (stereo not given)
  11 | 0% | -2 | -1% | 0 | -0.3% | -15% | 0 | 0% | 3% | -20
COc1cc(CCC(=O)N2CCN(c3ccccc3Cl)CC2)cc(OC)c1OC
  -12 | 1% | -1 | -2% | -1 | 0.6% | u | 0 | x | 5% | -7
CC(=O)c1cccc(N(CC(=O)N2CCCCC2)S(C)(=O)=O)c1
  -20 | -3% | -1 | 4% | 6 | 0.3% | 2% | -4 | 3% | -5% | 17
CCOc1ccccc1CN1CCN(C2CCOCC2)CC1CCO (stereo not given)
  -2 | 3% | 1 | -1% | 2 | 0.2% | -17% | 4 | 0% | -4% | 2
O=C(O)CCC(NC(=O)c1ccc(Cl)cc1)C(=O)O (stereo not given)
  9 | -2% | -5 | 10% | 3 | 0.5% | -27% | -4 | -8% | -16% | -1
CN(C)S(=O)(=O)c1ccc(C(=O)NNC(=O)c2ccccc2-n2cccc2)cc1
  -3 | 0% | 6 | x | x | 0.0% | x | -2 | x | x | -4
CSC1=N/C(=C\c2cccc(Cl)c2)C(=O)N1N(C)C
  -7 | 2% | -1 | 0% | 1 | 5.7% | x | 8 | 2% | -4% | -15
CC1=NN(C(=O)c2c(Br)cnn2C)C(O)(C(F)(F)F)C1 (stereo not given)
  25 | -1% | 1 | 4% | -1 | -0.8% | -6% | 3 | -17% | -12% | 1
CCN(CC)C(=O)CSc1nc(-c2ccccc2)cc(=O)[nH]1
  1 | 5% | -10 | 1% | 1 | -0.4% | -3% | 1 | -4% | -7% | 3
CC1CC1C(=O)N(C)CC(=O)Nc1ccc(Cl)c(C(F)(F)F)c1 (stereo not given)
  3 | 1% | 66 | x | x | -0.5% | x | 16 | x | x | -5
Cn1nccc1C(=O)OCC(=O)Nc1ccccc1Cl
  -27 | 1% | 6 | 17% | 0 | 0.2% | 5% | -2 | -5% | 0% | 3
Cc1ccc(OCC(=O)Nc2nnc(S(=O)(=O)N3CCCCC3)s2)cc1
  26 | -1% | 12 | 1% | x | -0.2% | x | 0 | x | 3% | -5
C=CCc1ccc(OCCCN2CCCC(C)C2)c(OC)c1 (stereo not given)
  15 | 4% | 33 | 1% | 1 | 0.0% | -2% | 4 | -1% | 17% | -25
O=C(CSc1ccccn1)Nc1nc2ccc(Br)cc2s1
  -2 | 2% | 7 | 5% | 1 | -1.4% | u | 9 | -1% | -9% | 0
O=C(O)CN1C(=O)/C(=C\c2ccccc2OCc2ccc(Cl)cc2Cl)SC1=S
  -20 | u | 0 | -14% | 13 | 0.0% | -2% | -3 | -1%[11.5 µM] | u | -3
Cc1nc(SCC(=O)Nc2cc(S(=O)(=O)N3CCOCC3)ccc2Cl)nc(C)c1C
  -1 | 0% | 21 | x | x | -0.3% | x | 2 | x | x | 27
CCOc1ccc(NC(=O)Nc2nnc(CC(=O)NCc3ccccc3)s2)cc1
  11 | 1% | -32 | -1% | 3 | -0.4% | 1% | -3 | -1% | 4% | x
CSc1ncc(Cl)c(C(=O)NCc2cccnc2)n1
  -3 | 1% | 3 | 4% | 4 | 0.0% | 25% | 1 | x | 6% | 0
Cn1cc(Cl)c(C(=O)OCC(=O)c2ccccc2)n1
  4 | -2% | -8 | 3% | 1 | -0.1% | 24% | 4 | x | 15% | 5
O=C1CC(c2ccc(Br)cc2)NC(c2ccc(Br)cc2)C1c1ccccc1 (stereo not given)
  x | 4% | x | 1% | 0 | 0.3% | -3% | -2 | -2% | 0% | x
Cc1ccc2cccc(NS(=O)(=O)c3ccccc3)c2n1
  27 | 1% | 14 | 5% | x | 0.0% | x | 16 | 4% | -7% | -12
O=C(CNCc1cccnc1)Nc1cc(C(F)(F)F)ccc1N1CCOCC1
  -2 | -1% | -2 | x | 5 | -0.1% | x | 4 | -1% | -9% | 0
CCc1ccc(C(=O)NNC(=O)CCC2CCCCC2)cc1
  -5 | 2% | 7 | -5% | 2 | 0.2% | -14% | 28 | -15% | 21% | -9
CSc1ncccc1C(=O)OCC(=O)c1ccc[nH]1
  -6 | -1% | -7 | x | x | 2.1% | x | x | x | x | -4
Cc1ccc(NC(=O)CCSc2nnc(C)o2)cc1
  -22 | 1% | -1 | 1% | 1 | -0.1% | 4% | -2 | u | 10% | 12
O=C(NC1CCCC1)C1CCCN(S(=O)(=O)c2cnc[nH]2)C1 (stereo not given)
  6 | 1% | -6 | 1% | 2 | -0.7% | 13% | -1 | -1% | -1% | -1
COc1cccc(NC(=O)c2ccc(NC(=O)C3CC(=O)OC34CCCCC4)cc2)c1 (stereo not given)
  10 | 0% | 0 | 0% | -2 | -0.6% | u | 1 | -3% | -9% | -15
CCOC(=O)C1CCN(Cc2cnc(NC(=O)OC)s2)CC1
  -28 | 0% | -4 | -1% | 2 | -1.1% | -7% | 5 | 0% | 20% | -8
O=C(Cc1noc2ccccc12)Nc1ccc2ccccc2c1
  -4 | -2% | -15 | 0% | 2 | -0.4% | 3% | -3 | 1% | 15% | -3
COc1ccc(NC(=O)CN2CCN(CC(=O)Nc3ccccc3OC)CC2)c(OC)c1
  -16 | 3% | 18 | -2% | 3 | -0.2% | -2% | 1 | x | u | -31
COc1ccc(CNC(=O)Nc2cccc3ccccc23)cc1
  -16 | 7% | 24 | 3% | 3 | 0.7% | u | -8 | 5% | 7% | 4
CN(C)CC(O)CN1C(=O)N(CN2C(=O)N(CC(O)CN(C)C)C(=O)C2(C)C)C(C)(C)C1=O (stereo not given)
  13 | 1% | 10 | 0% | 0 | -0.9% | -4% | -1 | -2% | -4% | 11
COc1cc(SC)ccc1C(=O)OCC(=O)NC1CCCC1
  17 | 5% | 8 | -3% | -2 | -1.1% | -13% | 1 | 3% | 0% | 1
CCc1ccccc1NC(=O)C1CC(c2ccc(OC)cc2)=NO1 (stereo not given)
  -10 | 3% | -40 | 0% | 1 | 0.0% | -20% | 0 | x | 0% | -10
Cc1cc(NC(=O)CSc2ccc(-c3nc4cc(C)c(C)cc4[nH]3)cn2)no1
  -14 | -1% | 18 | 0% | -5 | 0.1% | -21% | -5 | 11% | 9% | -4
COC(=O)c1c(-c2cccnc2)csc1NC(=O)c1cc(C)on1
  12 | -1% | -8 | 1% | -5 | u | -12% | 14 | 4% | 11% | 1
CCc1nnc(NC(=O)CN2CCN(C(=O)c3ccccc3)CC2)s1
  -17 | -2% | 2 | 9% | 0 | 0.0% | 3% | 1 | 5% | 5% | -13
CCOc1ccc(CN(C)CC(=O)Nc2ccc([N+](=O)[O-])cc2Cl)cc1
  -9 | 3% | -6 | -3% | -5 | -0.3% | -1% | 15 | -11% | 6% | u
[O-]/C(=C(\C(=S)Nc1ccc(Cl)cc1)[n+]1ccccc1)c1ccc(OC(F)F)cc1
  2 | 4% | 15 | 6% | 0 | 0.0% | -1% | -1 | 0% | -3% | 9

Screens: PubChem, National Center for Advancing Translational Sciences (NCATS)

Some of the compounds tested (hit frequency here may not be typical).
